PglD inh = blocks C. jejuni PglD acetyltransferase activity; purified PglD enzyme, DTNB colorimetric CoA detection; hit rate 0.098% among 360,000; inhibition, % at 12.5 µM; AID 602405; in the data active = inhibition above about 16%, passing the limit was not always enough; inconclusive = no clear call, values can overlap the other calls; also: strong numbers were not always called active
ERAP1 HTS inh = ERAP1 (human) enzyme inhibition; AID 652197; inhibition, % at 10.7 µM; recombinant ERAP1, Leu-AMC fluorescence, 60 min; hit rate 0.15% among 340,000;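 active = mean replicate inhibition of at least 30%, or all replicates individually reaching that 30% level; inactive = mean below 30% and not every replicate reaching it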;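 also: 0% = neutral control wells and 100% = L-leucinethiol positive control wells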
RAD52 inh = inhibitors of human RAD52 DNA annealing | recombinant RAD52 DNA annealing, FRET fluorescence | inhibition, % at 18.7 µM | hit rate 0.46% among 360,000 | P43351 | AID 651710;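 active = every replicate showing at least 50% inhibition; inconclusive = mean inhibition at least 50% but not in every replicate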
E-sel inducer = E-selectin induction on HUVECs. P16581. HUVEC E-selectin immunofluorescence imaging; normalized: neutral wells 0, TNF-alpha wells 100. activation, % at 7.58 µM. hit rate 0.37% among 260,000. AID 686992;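 active = mean E-selectin-positive cell signal at least 10% of the positive control, reached in at least 60% of replicates, without over 20% cell loss; inconclusive = no rule given, readout overlaps actives, possibly toxicity-flagged; inactive = the rest, including those meeting only one limit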;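 also: in these data hits start at about 27%; measured in HUVEC primary endothelial cells; signal is the percent of cells scored E-selectin positive by PE staining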
Target sequence (P16581 whole entry, looked up): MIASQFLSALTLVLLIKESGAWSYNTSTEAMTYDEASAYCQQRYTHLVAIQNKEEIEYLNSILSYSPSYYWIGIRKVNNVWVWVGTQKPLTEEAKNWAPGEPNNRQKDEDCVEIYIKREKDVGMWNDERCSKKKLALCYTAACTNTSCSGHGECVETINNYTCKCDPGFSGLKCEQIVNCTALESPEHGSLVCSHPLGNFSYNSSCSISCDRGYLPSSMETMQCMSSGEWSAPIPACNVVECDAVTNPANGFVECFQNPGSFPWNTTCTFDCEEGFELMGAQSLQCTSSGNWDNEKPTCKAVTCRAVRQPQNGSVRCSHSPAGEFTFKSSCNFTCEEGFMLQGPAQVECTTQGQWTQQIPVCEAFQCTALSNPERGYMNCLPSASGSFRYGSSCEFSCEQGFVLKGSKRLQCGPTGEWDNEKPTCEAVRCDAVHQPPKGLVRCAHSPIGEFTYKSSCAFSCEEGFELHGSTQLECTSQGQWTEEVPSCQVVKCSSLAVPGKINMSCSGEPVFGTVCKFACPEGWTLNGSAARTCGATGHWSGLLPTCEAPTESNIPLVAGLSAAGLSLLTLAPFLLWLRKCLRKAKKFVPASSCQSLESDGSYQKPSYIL
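Read-out basis: % PE-positive cells; Test system: HUVEC primary endothelial cells; Technique: immunofluorescence imaging; Dosing: single-point compound dose.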
Cneo AK release = Cryptococcus neoformans lysis via adenylate kinase release; lysis activity, % at 15 µM; hit rate 0.2% among 360,000; C. neoformans lysis, adenylate kinase release luminescence, 4 h; normalised: neutral wells 0, clomiphene wells 100; AID 651654;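 active = mean lysis activity across replicates of at least 80%, whatever share of replicates individually reach that level; inactive = mean lysis activity below 80%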
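Material – Cryptococcus neoformans yeast cells · Quantity – 5 × 10^6 yeast cells/mL · Buffer or medium – YPD medium · Compound – single dose · Timing – 4 h static compound exposure, 37 °C, read 1 h post-reagent · Signal – adenylate kinase release luminescence · Read-out basis – lysis from increased AK signal · Benchmarks – Clomiphene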
miR-122 sensor = miR-122 inhibition in Huh7 cells. AID 602342. Huh7 miR-122 Renilla luciferase sensor, 48 h; neutral wells = 0, positive control = 100. activation (reporter increase), % at 12.5 µM. hit rate 0.3% among 340,000;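 active = mean replicate activation score at least 90 and every replicate individually at or above 90; inconclusive = only one of the two criteria met; inactive = neither criterion met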;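 also: higher luciferase means less miR-122 activity so hits act as miR-122 inhibitors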
RAD54 inh = RAD54 (human) branch migration inhibition; hit rate 0.14% among 360,000; inhibition, % at 10.4 µM; AID 602329; RAD54 Holliday junction branch migration, FAM/BHQ fluorescence; Q92698;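 active = mean normalized replicate activity at least 40 and at least half of replicates scoring 40 or more; inconclusive = only one of the two criteria met; inactive = mean below 40 and under half of replicates reaching 40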;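 also: 0% = median of neutral control wells and 100% = median of positive control wells; inhibitors cause a drop in the FAM fluorescence signal; in these data hits start at about 50%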
PGC1a acetyl inh = lowers PGC1a acetylation signal in U2OS cells. AlphaScreen anti-acetyl-lysine; with virally co-expressed GCN5 acetyltransferase. inhibition, % at 15.6 µM. hit rate 0.17% among 350,000. AID 651687;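 active = every replicate shows inhibition of at least 40%; inconclusive = mean inhibition at least 40% but some replicate below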;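 also: 0% = neutral control wells and 100% = positive control wells; some results beyond the cut were filed as inactive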
An asterisk follows results filed as active; ? = inconclusive; . = no result given; & = joins results of further samples; ! = not active in a repeat; [ ] = dose if it differs, or a comment.

SMILES	PglD inh	ERAP1 HTS inh	RAD52 inh	E-sel inducer	Cneo AK release	miR-122 sensor	RAD54 inh	PGC1a acetyl inh
CCn1c(/C=C/c2ccccc2)nc2ccccc21	-7	.	.	.	-11	9	0	-7
O=C1CC2(CCCC2)CC(=O)N1c1ccccc1	-2	4	-11	0.0	-1	2	2	4
NC(=O)N/N=C/c1sc(N2CCCCC2)nc1-c1cccs1	2	0	-6	.	-4	0	-3	-5
COCC(=O)Nc1ccc2c(c1)[C@@H]1C[C@@H](CC(=O)NCC3CC3)O[C@@H](CO)[C@@H]1O2	-2	0	0	-0.2	-7	4[16.7 µM]	-8	-2
COCC(=O)Nc1ccc2c(c1)C(=O)N(C)[C@@H]1CC[C@H](CC(=O)NCc3ccccc3Cl)O[C@H]1CO2	2	.	.	0.1	58	21[16.7 µM]	-2	-4
CCc1nnc(NC(=O)CCC(=O)NCc2ccccc2OC)s1	1	.	.	.	1	0	-11	6
O=C(N/N=C/c1cccc([N+](=O)[O-])c1O)C(O)(c1ccccc1)c1ccccc1	-8	.	-20	0.0	-2	-6	-5	.
C[C@@H]1CN([C@@H](C)CO)C(=O)CCCn2nncc2CO[C@H]1CN(C)Cc1cccc(C(F)(F)F)c1	4&-3&-1	-10&-3&0	16&-3&-2	1.5&-0.1	120*!	-4	-7&-1&-4	-8&3
C[C@@H](N)C(=O)NC[C@H]1CC[C@H](C(=O)N[C@@H](Cc2ccccc2)C(=O)O)CC1	-5	-4	-5	.	0	-3	-1	3
O=C(Nc1ccc(Cl)cc1)/C(=C1\CCCN1)[N+](=O)[O-]	2	-1	-8	-0.1	-3	-5	18	5
O=C(O)C12CC3CC(C1)CC(n1ncc(NCc4ccccc4)c(Cl)c1=O)(C3)C2	-1	7	-20	.	1	0	-8	0
CN(CC(=O)Nc1ccc(OC(F)(F)F)cc1)C(=O)Cc1cccs1	-3	1	-13	-0.3	-2	2	0	3
CCCNC(=O)N1[C@H](CO)[C@H](c2ccc(C3=CCCC3)cc2)[C@@H]1CNC(C)=O	2	.	.	0.0	-1	0[16.7 µM]	-2	2
Cc1cc(Cn2nc(C(=O)NCc3cccs3)cc2-c2ccccc2)on1	2	-3	-18	-0.1	0	9	9	0
COCCn1nnnc1C(c1ccccc1OC)N1CCc2ccccc2C1 (stereo not given)	-1	.	.	.	13	8	2	6
Cc1ccc(N2C(=O)SC(N(CC(=O)O)c3cccc(C)c3)C2=O)cc1 (stereo not given)	3	-2	-6	.	-1	.	-8	-5
O=C(NNC(=O)C1CCN(C(=O)Nc2ccccc2)CC1)c1ccc([N+](=O)[O-])cc1	-4	-5	3	.	0	-13	7	-6
Cc1ccc(F)cc1NC(=O)COC(=O)C1CC2CCCC(C1)C2=O (stereo not given)	0	3	-4	-0.2	0	-1	4	6
N#CC1(NC(=O)COC(=O)Cc2n[nH]c(=O)c3ccccc23)CCCCC1	0	-2	-17	0.0	2	4	-12	0
CCCC(=O)Nc1cnc(NC(=O)c2cccc(F)c2)cc1C	-4	.	.	.	-3	5	-13	-15
Cc1ccc(C)c(Cn2cnc3c(nnn3-c3ccc(F)cc3)c2=O)c1	2	.	.	.	1	2	-7	1
CC1(C)CC(=O)c2sc(NC(=O)c3cccs3)nc2C1	5	.	.	.	-10	-3	0	.
C=CCN(c1ccccc1)S(=O)(=O)c1cccc(C(=O)NCC(c2cccs2)N2CCOCC2)c1 (stereo not given)	.	3	-12	-0.4	.	-9	.	-3
COc1ccc(S(=O)(=O)N(C)C)cc1NC(=O)CSc1nc(N)cc(N)n1	0	0	-13	0.1	-1	-8	-12	2
CC(OC(=O)c1ccc2c(c1)OCCO2)C(=O)NC1CCCCC1C (stereo not given)	.	-1	-11	-0.4	.	4	.	8
COC(=O)C1=C(C)NC(C)=C(C(=O)OC)C1c1ccc(NC(C)=O)cc1	-5	-1	-10	.	0	-5	2	2
Cc1c(Cl)cccc1NC(=S)N1CCN(Cc2ccc3c(c2)OCO3)CC1	.	-2	-11	?	.	.	.	-2
COCC(=O)Nc1ccc2c(c1)C(=O)N(C)C[C@@H](OC)[C@@H](C)CN(Cc1cccc(F)c1)[C@@H](C)CO2	-1	-1	-8	-0.1	40	.	-1	-4
COc1cc2cc(C(=O)N3CCOCC3)cc(-c3ccc(C)cc3)c2cc1OC	-3	-4	-12	0.3	4	5	-13	-26
CCOc1cc(C(=S)N2CCOCC2)ccc1OC(=O)c1cc(OC)c(OC)c(OC)c1	2	-1	-18	.	4	-2	-2	10

An excerpt from above with just PGC1a acetyl inh and RAD54 inh:
molecule	PGC1a acetyl inh	RAD54 inh
Cc1c(Cl)cccc1NC(=S)N1CCN(Cc2ccc3c(c2)OCO3)CC1	-2	.
COc1ccc(S(=O)(=O)N(C)C)cc1NC(=O)CSc1nc(N)cc(N)n1	2	-12

More structures follow:
SMILES	PglD inh	ERAP1 HTS inh	RAD52 inh	E-sel inducer	Cneo AK release	miR-122 sensor	RAD54 inh	PGC1a acetyl inh
C=CC1=CCN(S(=O)C(C)(C)C)[C@H]1CCO (stereo not given in full)	-3	1	-4	-0.1	-14	-7	-4	1
O=C1Cc2cccc(=O)c(O)c2C(=O)O1	-4	-1	-16	-0.1	0	.	0	.
CC(=O)N1CCN(c2ccccc2NC(=O)c2cc3ccccc3o2)CC1	0	0	-16	0.5	0	15	7	2
COc1cc(OC)cc(-c2nnc(NC(=O)CCS(=O)(=O)c3ccc(F)cc3)o2)c1	3	1	3	.	1	5	-2	.
COc1ccc(-c2cnc3c(c2)C(=O)N([C@H](C)CO)C[C@H](C)[C@H](CN(C)S(=O)(=O)c2ccc(C)cc2)O3)cc1	1	6	-13	0.0	-2	-5[16.7 µM]	-1	-13
C[C@H]1CN([C@@H](C)CO)C(=O)c2cc(NC(=O)C3CCCCC3)ccc2O[C@@H]1CN(C)Cc1ccc(C(F)(F)F)cc1	1	-1	-10	-3.2	1	-1[16.7 µM]	-2	-11
CC(=O)Nc1ccccc1NC(=O)COc1cccc2ccccc12	-4	0	-5	.	3	.	-14	.
c1ccc(NCc2cccc3ccccc23)nc1	-5	2	-4	.	2	-7	-1	.
Cc1cccc(N(C(=O)c2snc(C(N)=O)c2N)C(C(=O)NCC2CCCO2)c2ccc(N(C)C)cc2)c1 (stereo not given)	7	6	-17	0.2	-5	.	7	.
COc1c2ccc(OCC/C(C)=C/C(=O)C=C(C)C)cc2nc2occc12	12	.	-60	0.1	-4	.	-1	.
CC(=O)NNC(=O)C(O)(c1ccccc1)c1ccccc1	-2	.	.	.	0	-2	-27	.
c1ccc(-n2ncc3c2ncn2nnnc32)cc1	0	.	.	.	-1	-1	-13	.
C[C@@H]1CN([C@@H](C)CO)C(=O)c2cc(NS(=O)(=O)c3cn(C)cn3)ccc2O[C@H]1CN(C)Cc1ccc(-c2ccccc2)cc1	2	-2	0	0.0	2	-7[16.7 µM]	5	3
CCCC(=O)NC(Nc1cccc(C(F)(F)F)c1)C(Cl)(Cl)Cl (stereo not given)	4	.	.	.	0	4	3	-2
Cc1cc(N2CCN(C)CC2)nc2ccc(NC(=S)NCCC(C)C)cc12	-5	10	61*	.	0	-6	28	-28
Cn1cc(-c2csc(C(C)(O)c3cccc(F)c3)n2)cn1 (stereo not given)	4	-2	-7	-0.2	0	-3	-3	-12
Clc1ccc(CNCC2CCCO2)c(Cl)c1 (stereo not given)	8	.	-3	-1.4	1	-2	-3	4
CCCC(=O)c1ccc(N2CCN(C(=O)c3ccccc3Br)CC2)c(F)c1	3	.	.	.	-8	3	-5	9

Molecules shown so far that have four or more nitrogen atoms (13):
SMILES	PglD inh	ERAP1 HTS inh	RAD52 inh	E-sel inducer	Cneo AK release	miR-122 sensor	RAD54 inh	PGC1a acetyl inh
NC(=O)N/N=C/c1sc(N2CCCCC2)nc1-c1cccs1	2	0	-6	.	-4	0	-3	-5
CCc1nnc(NC(=O)CCC(=O)NCc2ccccc2OC)s1	1	.	.	.	1	0	-11	6
C[C@@H]1CN([C@@H](C)CO)C(=O)CCCn2nncc2CO[C@H]1CN(C)Cc1cccc(C(F)(F)F)c1	4&-3&-1	-10&-3&0	16&-3&-2	1.5&-0.1	120*!	-4	-7&-1&-4	-8&3
Cc1cc(Cn2nc(C(=O)NCc3cccs3)cc2-c2ccccc2)on1	2	-3	-18	-0.1	0	9	9	0
COCCn1nnnc1C(c1ccccc1OC)N1CCc2ccccc2C1 (stereo not given)	-1	.	.	.	13	8	2	6
O=C(NNC(=O)C1CCN(C(=O)Nc2ccccc2)CC1)c1ccc([N+](=O)[O-])cc1	-4	-5	3	.	0	-13	7	-6
N#CC1(NC(=O)COC(=O)Cc2n[nH]c(=O)c3ccccc23)CCCCC1	0	-2	-17	0.0	2	4	-12	0
Cc1ccc(C)c(Cn2cnc3c(nnn3-c3ccc(F)cc3)c2=O)c1	2	.	.	.	1	2	-7	1
COc1ccc(S(=O)(=O)N(C)C)cc1NC(=O)CSc1nc(N)cc(N)n1	0	0	-13	0.1	-1	-8	-12	2
Cc1cccc(N(C(=O)c2snc(C(N)=O)c2N)C(C(=O)NCC2CCCO2)c2ccc(N(C)C)cc2)c1 (stereo not given)	7	6	-17	0.2	-5	.	7	.
c1ccc(-n2ncc3c2ncn2nnnc32)cc1	0	.	.	.	-1	-1	-13	.
C[C@@H]1CN([C@@H](C)CO)C(=O)c2cc(NS(=O)(=O)c3cn(C)cn3)ccc2O[C@H]1CN(C)Cc1ccc(-c2ccccc2)cc1	2	-2	0	0.0	2	-7[16.7 µM]	5	3
Cc1cc(N2CCN(C)CC2)nc2ccc(NC(=S)NCCC(C)C)cc12	-5	10	61*	.	0	-6	28	-28

Screening data from PubChem BioAssay.
